Source: PubChem BioAssay
D2 PAM: HTS Assay for Positive Allosteric Modulators of the Human D2 Dopamine Receptor: Primary Screen for Potentiators; HEK293 T-REx D2, calcium flux, EC20 dopamine potentiation; potentiation, % at 10 µM; 0.34% of 340,000 active; AID 485347, 2010;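 active = potentiation over 3 SD above the plate norm, cut at about 30% in these data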; note: 0% is about no effect
Target sequence (P14416 whole entry, looked up): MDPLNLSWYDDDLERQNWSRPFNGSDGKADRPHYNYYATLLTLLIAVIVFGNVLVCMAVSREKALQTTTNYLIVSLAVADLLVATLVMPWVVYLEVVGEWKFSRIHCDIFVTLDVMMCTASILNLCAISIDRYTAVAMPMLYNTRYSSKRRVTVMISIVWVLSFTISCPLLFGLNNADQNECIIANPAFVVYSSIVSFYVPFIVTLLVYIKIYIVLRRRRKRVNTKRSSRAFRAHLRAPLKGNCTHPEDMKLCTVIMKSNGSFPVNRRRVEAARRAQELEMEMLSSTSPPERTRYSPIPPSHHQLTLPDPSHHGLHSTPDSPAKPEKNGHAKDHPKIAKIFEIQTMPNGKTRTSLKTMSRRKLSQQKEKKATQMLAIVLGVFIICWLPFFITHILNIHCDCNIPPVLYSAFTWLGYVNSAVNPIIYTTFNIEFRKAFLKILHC
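Using a no-wash calcium dye in inducible, force-coupled HEK293 Trex cells expressing D2, we tracked fluorescence each second for 180 s after compound, then for 180 s after EC20 dopamine to detect augmented signalling.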
D2 antagonist: HTS Assay for Allosteric Antagonists of the Human D2 Dopamine Receptor: Primary Screen for Antagonists; D(2) dopamine receptor (Homo sapiens), P14416; HEK293 TREx D2 cells, calcium flux, dopamine EC80; inhibition, % at 10 µM; 2% of 340,000 active; AID 485344, 2010; in the data active = inhibition above about 30%; note: 0% is about no effect
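Compounds are added to dye-loaded, induced HEK293 T-REx cells coupled to calcium release via D2; after a 3 min kinetic read an EC80 dopamine stimulus is given and fluorescence is recorded for 3 more min.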
D1 antagonist: Antagonist of Human D 1 Dopamine Receptor: qHTS; D(1A) dopamine receptor (Homo sapiens), P21728; HEK293 TREx D1 cells, calcium flux, dopamine EC80; stronger effect = lower value; activity change, negative = inhibition, % at 10 µM; 3.2% of 360,000 active; in the data active = activity change below about -30%; note: % is set by controls: 0 for no effect and ±100 for the full control effect
Target sequence (P21728 whole entry, looked up): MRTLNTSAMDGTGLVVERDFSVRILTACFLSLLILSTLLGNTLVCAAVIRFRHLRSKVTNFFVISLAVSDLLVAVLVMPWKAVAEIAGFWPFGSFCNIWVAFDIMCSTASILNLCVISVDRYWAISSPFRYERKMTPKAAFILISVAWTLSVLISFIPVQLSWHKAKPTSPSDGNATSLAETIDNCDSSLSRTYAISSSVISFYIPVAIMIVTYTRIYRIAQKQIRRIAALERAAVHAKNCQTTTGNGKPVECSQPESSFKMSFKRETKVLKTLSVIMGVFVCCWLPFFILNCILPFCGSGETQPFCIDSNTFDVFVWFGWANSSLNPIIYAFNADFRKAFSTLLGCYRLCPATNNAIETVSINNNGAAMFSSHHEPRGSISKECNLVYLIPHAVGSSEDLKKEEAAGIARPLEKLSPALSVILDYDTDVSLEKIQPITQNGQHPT
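Allosteric or orthosteric antagonism assessed as attenuation of the calcium response to EC80 dopamine, added 180 s after compound, in induced HEK293 Trex D1 cells loaded with no-wash calcium dye.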
D2 ag: HTS Assay for Allosteric Agonists of the Human D2 Dopamine Receptor: Primary Screen for Agonists. D(2) dopamine receptor (Homo sapiens), P14416. HEK293 T-REx D2 cells, calcium flux agonist mode. activation, % at 2 µM. 0.53% of 340,000 active;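 active = activation over 3 SD above normal in the single-dose calcium agonist read, cut at about 30% in these data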; note: 0% is about no effect
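In this primary screen, compounds producing a positive calcium signal within 180 s of addition to tetracycline-induced, force-coupled HEK293 Trex D2 cells are flagged; cells are dye-loaded with a no-wash calcium kit beforehand.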
RXFP1 antagonist: qHTS Assay for Antagonists of the Relaxin Receptor RXFP1; HEK293-RXFP1, relaxin-stimulated cAMP HTRF, 30 min; stronger effect = lower value; activity change, negative = inhibition, % at 57.5 µM; 0.59% of 350,000 active;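 active = activity change of -60% or lower, but not beyond a set lower limit; inconclusive = change between -60% and -40%, or beyond the set limit; inactive = change above -40%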; note: % is set by controls: 0 for no effect and ±100 for the full control effect
D1 ag: Allosteric Agonists of the Human D1 Dopamine Receptor: qHTS | 1% of 360,000 active | HEK293 T-REx D1 cells, calcium flux, agonist mode | activation, % at 2 µM; in the data active = activation above about 30%; note: 0% is about no effect
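Tetracycline-induced HEK293 TREx D1 cells, force-coupled to calcium signalling, were dye-loaded with a no-wash calcium kit. Compound was pin-added after a 10 s baseline. Fluorescence was read kinetically at 1 cycle/s for 180 s, with calcium rises flagged as agonism.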
RXFP1 agonist: qHTS Assay for Agonists of the Relaxin Receptor RXFP1. Relaxin receptor 1 (Homo sapiens), Q9HBX9. Potency, µM (highest dose often 57.5 µM), for inactives: at the top dose activation, most hits filed as activators. AID 2676, 2010. 0.3% of 370,000 active. HEK293T-RXFP1 cAMP TR-FRET, 30 min; response scale: percent of porcine relaxin response, buffer zero; active = well fitted activation curve with a large enough effect; inconclusive = small, poorly fitted or top-dose-only effect; note: potency is the fitted concentration of half-maximal effect; % is set by controls: 0 for no effect and ±100 for the full control effect; nearly all actives have a fitted effect of over 60% in size; many of its hits are not listed in these tables
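Agonist response is measured as cAMP accumulation in an RXFP1-transfected HEK293T line under PDE4 inhibition. Values are scaled between buffer-only and 29 nM porcine relaxin, and EC50s come from standard Hill equation fits.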
D1 PAM: Potentiators of Human D1 Dopamine Receptor: qHTS. D(1A) dopamine receptor (Homo sapiens), P21728. HEK293 TREx D1 cells, calcium flux, dopamine EC20 potentiation. potentiation, % at 10 µM. 0.036% of 360,000 active. AID 504651, 2011; in the data active = potentiation above about 30%; note: 0% is about no effect
TRHR PAM: qHTS for Small Molecule Agonists and Allosteric Enhancers of Human TRH Receptor: Primary Screen for Enhancers; Thyrotropin-releasing hormone receptor (Homo sapiens), P34981; TRHR cells, fluo-8 calcium fluorescence, EC20 TRH enhancement; enhancement, % at 2 µM; 0.66% of 360,000 active; AID 493056, 2011; in the data active = enhancement above about 30%; note: 0% is about no effect
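TRHR-expressing cells loaded with fluo-8 calcium dye were read kinetically (ex 480/em 530) during compound addition, then stimulated with an EC20 of TRH (10 nM final). Enhancement of the Gq-mediated intracellular calcium response was scored.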
An asterisk follows results filed as active; ? = inconclusive; / = not tested or not shown; & = joins results of further samples. A portion of the library; the hit share may differ from the screen's.

The line under a structure holds: D2 PAM, D2 antagonist, D1 antagonist, D2 ag, RXFP1 antagonist, D1 ag, RXFP1 agonist, D1 PAM, TRHR PAM
CSCCC(NC(=O)c1ccc(Cl)c([N+](=O)[O-])c1)C(=O)N1CCN(C/C=C/c2ccccc2)CC1 (configuration not stated)
  -5, 3, 4, -1.3, -31, 0, 1.8%, -4, 66*
CC1CC1C(=O)Nc1cc(S(=O)(=O)N2CCOCC2)ccc1N1CCCC1 (configuration not stated)
  12, 4, 10, 1.4, 0, 4, 1.6%, -2, -1
CCCCn1c(SCc2nc(N)nc(Nc3ccccc3C)n2)nc2ccccc2c1=O
  0, -4, -11, -2.2, -6, 1, -0.6%, -3, -2
Cc1ccc(Cl)cc1NC(=O)Cn1nnc2sc3c(c2c1=O)CCC(C(C)(C)C)C3 (configuration not stated)
  -3, /, -8, 0.8, -2, 0, 1.2%, 0, -1
COc1cccc(C(=O)COc2ccc3c(C)cc(=O)oc3c2)c1
  12, -6, 0, 0.8, 4, 3, 0.7%, -2, -5
CC(NC(=S)Nc1ccc(Cl)cc1Cl)C(c1cccs1)N1CCCC1 (configuration not stated)
  -15, -13, -13, -0.7, -2, 6, -0.3%, 1, -1
O=C1C2C3CCC(C3NCc3ccccc3)C2C(=O)N1Cc1ccccc1 (configuration not stated)
  10, -19, 9, -0.3, -4, 5, 5.4%, -2, 1
COc1cccc(NC(=O)CNc2cc(S(=O)(=O)N3CCOCC3)ccc2N2CCCC2)c1
  -14, /, -10, /, 4, 3, -0.6%, 0, 1
CS(=O)(=O)Nc1cccc(C2=NN(C(=O)c3ccccc3Cl)C(c3ccccc3O)C2)c1 (configuration not stated)
  8, 12, 4, 0.3, -3, 3, 3.4%, 4, -11
COc1ccc(-c2noc(CCC(=O)NCc3cccnc3)n2)cc1
  -1, 5, 4, -1.4, 0, 0, -0.6%, -2, 2
COc1ccc([C@@H]2[C@@H]3C(=O)N(C(C)(C)C)C(=O)[C@@H]3[C@]3(Cc4ccc(Cl)cc4)C(=O)N(c4ccc(Br)cc4)C(=O)N23)cc1
  3, 7, 6, 1.5, /, 6, 1.3%, -3, -3
Cc1cccc(N2CCCn3c2nc2c3c(=O)n(CC(=O)OCc3ccccc3)c(=O)n2C)c1
  2, 4, -55*, 0.4, /, 1, 0.3%, -14, -2
O=C(CNC(=O)c1ccc(Br)o1)Nc1cccc(S(=O)(=O)N2CCOCC2)c1
  2, -11, 1, 0.0, 0, 3, -0.1%, -1, -10
COCCN1C(=O)c2cc(C(=O)Nc3ccc(C)c(F)c3)ccc2C1Nc1ccc(C)c(F)c1 (configuration not stated)
  12, 7, 22, -0.7, 4, 0, -1.1%, -1, 5
Cc1ccc(S(=O)(=O)NCCC(=O)N2CCN(S(=O)(=O)c3cccc(F)c3)CC2)cc1C
  13, 6, -4, 0.3, -67*, 2, 0.1%, -7, -4
O=C(c1ccccc1)c1nccn1-c1ccc(Cl)nn1
  0, -21, -9, 0.1, 15, 1, 2.6%, -2, 7
O=C(NCCCN1CCOCC1)c1ccc(S(=O)(=O)Nc2ccccc2)cc1
  -2, -10, 31, 0.2, 6, 3, -0.3%, -4, 9
CCOc1ccc2c(c1)c(N=NC(=N)N)c(O)n2C
  5, -28, -16, -0.4, 5, 0, 2.8%, -10, -4
Oc1ccc(/C=N/Nc2nc(-c3cccnc3)nc3ccccc23)c(O)c1
  11, -12, -6, -0.6, 0, 3, 1.0%, -3, -5
COc1ccccc1C(=O)C1CCCN(C(=O)Nc2ccccc2F)C1 (configuration not stated)
  -11, -12, 9, 0.1, 5, 0, -0.5%, 1, 2
COc1cccc(NC(=O)CC2COc3ccccc3O2)c1 (configuration not stated)
  -7, -10, -6, -0.7, 3, 7, -0.9%, -9, 1
CCCNS(=O)(=O)c1ccc(CCC(=O)N2CCCCC2)cc1
  /, 0, 6, 1.4, -3, 8, 2.6%, -5, -2
CC1(C)CC(=O)c2cc(C(=O)O)c(=O)n(-c3ccccc3)c2C1
  -1, 13, /, 1.4, -2, -3, -0.4%, 0, 7
O=C(CN(C1CCCCC1)S(=O)(=O)c1ccc(Br)cc1)NCc1ccncc1
  -11, 6, -6, 0.1, 9, 2, 0.4%, -2, -2
c1ccc(C2=NNC(c3ccco3)=Nc3ccccc32)cc1
  -1, 12, -32*, -1.9, 3, 5, 1.0%, 3, -1
CCCN(Cc1nc(-c2ccc(Cl)cc2)no1)CC1CCCO1 (configuration not stated)
  -3, 7, 21, 0.5, ?, 1, -0.9%, 0, -5
COCCn1c(SCC(=O)Nc2ccccc2F)nc2c(c1=O)SCC2
  4, -15, -10, 0.7, -9, 0, -5.7%, -1, -5
O=C(Cn1cnc2c(nnn2Cc2ccc(Cl)cc2)c1=O)NCc1ccco1
  0, 10, 8, -0.4, -11, -2, -0.5%, 2, -2
COc1ccccc1-c1nnc(SCC(=O)Nc2ccc(S(N)(=O)=O)cc2)n1C
  -5, -17, 0, 0.7, 11, 1, -0.3%, 3, 12
CC(C)N1CCN(CCCc2ccccc2)CC1CCO (configuration not stated)
  /, /, 7, /, -2, 1, 0.1%, -3, -4

A stretch from further up:
The line under a structure holds: D2 PAM, D2 antagonist, D1 antagonist, D2 ag, RXFP1 antagonist, D1 ag, RXFP1 agonist, D1 PAM, TRHR PAM
COc1cccc(NC(=O)CC2COc3ccccc3O2)c1 (configuration not stated)
  -7, -10, -6, -0.7, 3, 7, -0.9%, -9, 1
CCCNS(=O)(=O)c1ccc(CCC(=O)N2CCCCC2)cc1
  /, 0, 6, 1.4, -3, 8, 2.6%, -5, -2

Going on with the list:
The line under a structure holds: D2 PAM, D2 antagonist, D1 antagonist, D2 ag, RXFP1 antagonist, D1 ag, RXFP1 agonist, D1 PAM, TRHR PAM
O=C(CSc1ccsc1[N+](=O)[O-])NCCc1ccc(Cl)cc1
  3, -8, 3, 1.3, -15, 6, 1.9%, -4, -3
CCC(C(=O)NC1CCCCC1)n1c(SCc2ccc(F)cc2)nc2ccncc21 (configuration not stated)
  -8&-3, -8, 0&-4, -0.2&0.6, -4&-10, 1&-3, 5.1%&5.1%, 0&-5, -3&-18
Cc1cc(C)nc(NC(=S)Nc2ccc(Br)cc2Cl)c1
  10, -1, -15, -0.4, -4, 0, 1.1%, 3, 9
CCN(CC(=O)NCc1cccs1)C(=O)c1cccc(S(=O)(=O)Nc2ccc(OC)cc2)c1
  -2, -8, 21, 0.1, -14, -1, -0.5%, -6, -13
COc1ccc2c(c1)C=C(CN1CCC(CO)(CCc3ccccc3)CC1)CO2
  -24, 31*, -5, 1.0, -11, 1, -2.5%, -2, 3
CC(C)Oc1ccc(N2CC(C(=O)Nc3ccc(N4CCOCC4)cc3)CC2=O)cc1 (configuration not stated)
  -28, 7, 4, -0.4, 1, 0, 1.4%, 4, -1
O=C(O)CCC(=O)NNC(=O)c1cccs1
  -10, 3, 3, -0.6, 2, 0, -1.0%, -1, 5
COc1cccc(NC(=O)CSc2ccc(-c3sc(C)nc3C)nn2)c1
  0, 0, -14, -0.7, -25, 10, 9.1%, -1, -4
Cc1ccc(S(=O)(=O)N2[C@@H](c3ccc(F)cc3)C(C(=O)O)=CC[C@H]2c2ccc(C(C)C)cc2)cc1
  2, 16, -28, -0.2, /, -1, -0.4%, -11, 2
O=C(c1ccccc1Oc1ccccc1)N1CCN(c2ccc(F)cc2)CC1
  4, 10, 7, -0.4, -7, 2, 1.6%, -11, -1
O=C(c1ccc2c(c1)OCO2)N1CCCN(C(=O)c2ccc3c(c2)OCO3)CC1
  -6, -3, -1, -0.3, -1, -2, 2.4%, -4, 2
CC(=O)Nc1ccc(S(=O)(=O)N=S(C)C)cc1
  -5&13, 5&7, -2&4, 2.1&-0.4, -4, 2&4, -3.2%&0.3%, -7&0, 5&6
Cc1ccc(CNC(=S)NCc2ccncc2)cc1
  1, 8, /, 0.3, -2, 11, -0.5%, -7, 10
N=C(c1ccc([N+](=O)[O-])cc1)N1CCCCCC1
  -4, 14, 6, -0.1, 2, 0, 0.0%, -4, -2
O=c1onc(-c2c(F)cccc2F)n1-c1ccccc1Cl
  7, -6, -36*, -1.6, -8, 1, 0.0%, 2, -1
CC(Nc1nc(-c2ccccc2O)nc2ccccc12)c1ccccc1 (configuration not stated)
  11, -1, 18, 0.2, 2, 2, 1.0%, -6, 5
O=c1ccc(Cl)n[nH]1
  -8, -3, -18, 1.6, -11, 4, 5.2%, -1, 10
Cc1noc(NS(=O)(=O)c2ccc(NC(=O)CC(C)C)cc2)c1C
  /, 8, 12, -3.0, -18, 2, 6.0%, -5, 3
Cc1ccc(NC(=O)c2ccc3[nH]c(C)cc(=O)c3c2)c(C)c1
  6, /, -2, 1.0, -4, 2, 3.0%, -2, 0
O=c1[nH][nH]c2ccccc2c1=O
  3, -1, 11, 0.0, 13, 7, 2.3%, -2, 4
COc1ccccc1Nc1ncc(C(=O)N2CCC(C(N)=O)CC2)c2ccccc12
  -11, -17, 14, 0.9, -7, 0, 0.3%, -5, -5
COc1cccc(N2CCN(C(=S)Nc3ccccc3OC)CC2)c1
  -5, -11, 1, 0.8, -7, 0, -3.7%, -3, 5

Some entries already given, reduced to D1 ag.
structure | D1 ag
O=C(NCCCN1CCOCC1)c1ccc(S(=O)(=O)Nc2ccccc2)cc1 | 3
O=C(Cn1cnc2c(nnn2Cc2ccc(Cl)cc2)c1=O)NCc1ccco1 | -2
CS(=O)(=O)Nc1cccc(C2=NN(C(=O)c3ccccc3Cl)C(c3ccccc3O)C2)c1 (configuration not stated) | 3
CC(C)Oc1ccc(N2CC(C(=O)Nc3ccc(N4CCOCC4)cc3)CC2=O)cc1 (configuration not stated) | 0
CCOc1ccc2c(c1)c(N=NC(=N)N)c(O)n2C | 0
COc1ccc(-c2noc(CCC(=O)NCc3cccnc3)n2)cc1 | 0
